Source: PubChem (National Center for Advancing Translational Sciences (NCATS))
MmCpn inh: M. maripaludis TRiC chaperonin inhibition | purified Mm-Cpn ATPase, ADP Transcreener TR-FRET | Potency, µM (series often up to 76.9 µM), inactives show at the highest dose activity, negative = inhibition, usual class: inhibitors | 330,000 compounds, 0.031% hits; also: potency is read from the fitted curve at half-maximal effect; % is scaled to controls: 0 for no effect and ±100 for the full control effect; nearly all actives have a fitted effect of over 80% in size
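Purified archaeal Mm-CPN (25nM final) preincubated 10 min at 37degC with compound, then 10uM ATP for 30 min at 37degC; ADP measured by HTRF Transcreener TR-FRET; buffer 30 mM TRIS pH 7.4, 100mM KCl, 5mM MgCl2, 1mM DTT.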
PTHR1 agonist: activates the human parathyroid hormone receptor PTHR1; HEK293 GP2 PTHR1 cells, GloSensor cAMP luminescence, 1 h; Potency, µM (top dose mostly 115 µM), for the others: at the top dose activation, actives largely listed as activators; 410,000 compounds, 0.075% hits; AID 743266; also: potency is read from the fitted curve at half-maximal effect; nearly all actives have a fitted effect of over 55% in size; some results filed as inactive show a strong effect at the top dose; inactives centre near -15; many of its hits are not listed in these tables
Target sequence (Q03431 whole entry, looked up): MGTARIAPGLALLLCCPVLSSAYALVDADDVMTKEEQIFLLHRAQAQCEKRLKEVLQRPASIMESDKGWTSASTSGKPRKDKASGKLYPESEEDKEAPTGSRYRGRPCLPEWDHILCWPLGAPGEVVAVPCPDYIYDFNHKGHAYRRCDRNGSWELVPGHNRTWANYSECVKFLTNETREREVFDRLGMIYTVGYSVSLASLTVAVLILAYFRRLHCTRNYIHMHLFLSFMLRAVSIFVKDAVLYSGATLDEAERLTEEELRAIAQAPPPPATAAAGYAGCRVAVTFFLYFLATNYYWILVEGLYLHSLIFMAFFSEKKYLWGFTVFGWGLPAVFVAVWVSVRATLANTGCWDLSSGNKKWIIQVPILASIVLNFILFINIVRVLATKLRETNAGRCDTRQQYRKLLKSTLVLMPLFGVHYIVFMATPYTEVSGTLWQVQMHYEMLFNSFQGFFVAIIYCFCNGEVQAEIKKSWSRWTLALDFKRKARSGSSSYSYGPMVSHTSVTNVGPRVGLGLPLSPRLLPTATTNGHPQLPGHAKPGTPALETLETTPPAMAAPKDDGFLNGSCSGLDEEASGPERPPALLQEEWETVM
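HEK-293-derived GP2 cells expressing PTHR1 and a GloSensor cAMP reporter, 3,000/well, plated overnight, given luciferin plus IBMX (each 0.5 mM as added) for 1 h at 37 °C, then compound for 1 h at 37 °C. Luminescence was read after 15 min at room temperature.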
DRD3 agonist: D3 dopamine receptor (human) agonism. P35462. D3R DiscoveRx beta-arrestin cells, luminescence, 90 min. max activation, %. 410,000 compounds, 0.58% hits. AID 652048; in the data active = max activation above about 30%; also: 0% is about no effect; mostly tested at two doses, the higher about 12 µM
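Cells at 1500/well, incubated overnight, then treated with pinned compounds (dopamine as control) for 90 min at 37 degrees C. DiscoveRx reagent added for 30 - 60 minutes at room temperature; luminescence read.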
EPAC2 ag: EPAC2 (human) agonism | Potency, µM (doses to about 154 µM), inactives show top-dose activation, actives largely listed as activators | Q8WZA2 | AID 720711 | 360,000 compounds, 0.079% hits | EPAC2 activation, biochemical qHTS; response scale: 100% = 6.5 mM cAMP response; also: potency is read from the fitted curve at half-maximal effect; nearly all actives have a fitted effect of over 50% in size
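EPAC2 (100 nM) mixed with Rap1B loaded with BODIPY-GDP (250 nM) plus 50 uM unlabeled GDP; compounds pinned in, 5 min RT, then read every 5 min for 30 min (ex 480, em 540 nm). Normalized to cAMP control.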
EPAC2 antagonist: blocks human EPAC2 exchange factor | Q8WZA2 | EPAC2 GEF exchange of Rap1B-BODIPY-GDP, fluorescence | Potency, µM (doses to about 114 µM), inactives show top-dose activity, negative = inhibition, usual class: inhibitors | 360,000 compounds, 0.18% hits | AID 720708; also: potency is read from the fitted curve at half-maximal effect; % is scaled to controls: 0 for no effect and ±100 for the full control effect; nearly all actives have a fitted effect of over 45% in size; many of its hits are not listed in these tables
* = called active by the depositor; i = inactive; . = no result given; [ ] = dose if it differs, or a comment. Unless noted, calls follow the shape of the dose curve; as a rule, active = well fitted curve in the direction sought with a large enough effect; inconclusive = small, poorly fitted or top-dose-only effect, or another doubt; inactive = no such curve, though single readings can be large; an effect the other way counts as inactive or inconclusive. Only part of the results is shown (hit frequency here may not be typical).

SMILES	MmCpn inh	PTHR1 agonist	DRD3 agonist	EPAC2 ag	EPAC2 antagonist
COC(=O)c1cc(NC(=O)c2ccc3c(c2)NC(=O)c2ccccc2S3)cc(C(=O)OC)c1	-22%	-23%	-10	.	.
COc1ccc(-c2cn3cccnc3n2)cc1NC(=O)Nc1cc(C)ccc1C	0%	-15%	-6	.	.
O=C(Nc1nc2nc(-c3ccccc3)cc(=O)n2[nH]1)c1ccc(F)cc1	1%	1%	1	.	.
Cc1ccccc1NS(=O)(=O)c1ccc2[nH]cc(C(=O)N3CCCCC3)c(=O)c2c1	1%	1%	6	.	.
Cc1ccc(CN2C(=O)[C@H]3Cc4c([nH]c5ccccc45)C(C)(C)N3C2=O)cc1	.	-91%[inhibitor]	.	14%	-10%
CN(C(=O)OC(C)(C)C)c1ccc(-c2nc3ccccc3s2)cc1	.	-44%[inhibitor]	.	20%	-7%
CC1=C(C(=O)N2CCCCCC2)CC(CC(=O)NCCc2ccccn2)C(=O)N1CCC1=CCCCC1 (stereo unspecified)	.	-23%	.	-2%	-4%
COc1ccccc1Nc1nc(NCCCCO)nc(N2CCCC2)n1	.	i	.	-2%	-8%
COc1ccc(CN2C(=O)C(CC(=O)NCCc3ccccn3)CC(C(=O)N3CCCCCC3)=C2C)cc1 (stereo unspecified)	.	-17%	.	2%[76.9 µM]	-4%
Cc1nc(CN(C)c2ncnc3ccc(-c4ccc5c(c4)OCO5)cc23)cs1	.	-2%	.	16%	32µM*

Part of the list above, reformatted:
compound | MmCpn inh | PTHR1 agonist | DRD3 agonist | EPAC2 ag | EPAC2 antagonist
CN(C(=O)OC(C)(C)C)c1ccc(-c2nc3ccccc3s2)cc1 | . | -44%[inhibitor] | . | 20% | -7%
O=C(Nc1nc2nc(-c3ccccc3)cc(=O)n2[nH]1)c1ccc(F)cc1 | 1% | 1% | 1 | . | .
Cc1ccccc1NS(=O)(=O)c1ccc2[nH]cc(C(=O)N3CCCCC3)c(=O)c2c1 | 1% | 1% | 6 | . | .

Laid out differently: entries from further up
Below each compound – MmCpn inh	PTHR1 agonist	DRD3 agonist	EPAC2 ag	EPAC2 antagonist
COC(=O)c1cc(NC(=O)c2ccc3c(c2)NC(=O)c2ccccc2S3)cc(C(=O)OC)c1
 : -22%	-23%	-10	.	.
Cc1ccc(CN2C(=O)[C@H]3Cc4c([nH]c5ccccc45)C(C)(C)N3C2=O)cc1
 : .	-91%[inhibitor]	.	14%	-10%
Cc1nc(CN(C)c2ncnc3ccc(-c4ccc5c(c4)OCO5)cc23)cs1
 : .	-2%	.	16%	32µM*

Following part
SMILES	MmCpn inh	PTHR1 agonist	DRD3 agonist	EPAC2 ag	EPAC2 antagonist
CSc1sc(C(=O)NN)c2c1C(O)CCC2 (stereo unspecified)	.	i	.	12%	0%
Cc1cccc(CN2C(=O)[C@H]3Cc4c([nH]c5ccccc45)C(C)(C)N3C2=O)c1	.	-39%[inhibitor]	.	2%	-17%
Cc1cccc(CN2C(=O)[C@@H]3Cc4c([nH]c5ccccc45)C(C)(C)N3C2=O)c1	.	-35%[inhibitor]	.	-6%	-9%
CCOc1ccc(Cl)cc1Nc1nc(NCCO)nc(N2CCCC2)n1	.	-2%	.	-9%	9%
O=C(O)CCc1ccc(NCc2cccc(Oc3ccccc3)c2)cc1	.	-10%	.	3%	-22%
NCCCNC(=S)NCCCN(Cc1ccc(Cl)cc1)c1ccc(Br)cn1	.	18%	.	15%	9%
OCCNc1nc(Nc2ccccc2O)nc(N2CCCC2)n1	.	-15%	.	3%	0%
CSc1sc(C(=O)O)c2c1C(=O)CC(C)(C)C2	.	i	.	7%	-1%
OCCNc1nc(Nc2ccccc2Cl)nc(N2CCCC2)n1	.	i	.	7%	11%
O=C(O)c1ccc(-c2cccc(-c3nn4c(=O)cc(N5CCNCC5)nc4s3)c2)cc1	.	-4%	.	3%	2%
CC1(C)c2[nH]c3ccccc3c2C[C@@H]2C(=O)N(Cc3ccccc3Cl)C(=O)N21	.	-3%	.	1%	1%
Cc1ccc(NS(=O)(=O)c2cc3c(cc2Br)NC(=O)CO3)cc1C	.	-53%[inhibitor]	.	12%	-14%
COc1ccc(-c2ccncc2)cc1OC	.	-12%	.	9%	-4%
O=C1Cc2cc(S(=O)(=O)N3CCN(c4ccc(O)cc4)CC3)ccc2N1	.	-13%	.	8%	-23%
OCCNc1nc(Nc2ccccc2OC(F)(F)F)nc(N2CCCC2)n1	.	i	.	-1%	-14%
CCC(C)[C@H]1CNC(=O)C(=O)N1CC1CCCCC1 (stereo partly specified)	.	-21%	.	9%	-12%[57.1 µM]
Cc1ccccc1NS(=O)(=O)c1ccc2c(c1)CCC(=O)N2	.	-11%	.	4%	1%
CC1=C(C(=O)N2CCCCCC2)CC(CC(=O)NCCCN(C)C)C(=O)N1CCCN1CCCC1=O (stereo unspecified)	.	-22%	.	5%[76.9 µM]	-9%[57.1 µM]
NCCN1CCN(CC(=O)N2c3ccccc3C(=O)Nc3cccnc32)CC1	.	i	.	8%	3%
CC(=O)OC1CCC2C3CCC4=CC(=O)CCC4(C)C3CCC2(C)[C@]1(C)O (stereo partly specified)	.	-4%	.	-1%	13%
O=C1Cc2cc(S(=O)(=O)N3CCN(c4ccc(C(=O)O)cc4)CC3)ccc2N1	.	-12%	.	6%	3%

Complete entries as entered above. Values in the order: MmCpn inh	PTHR1 agonist	DRD3 agonist	EPAC2 ag	EPAC2 antagonist
Entry for `NCCCNC(=S)NCCCN(Cc1ccc(Cl)cc1)c1ccc(Br)cn1` = .	18%	.	15%	9%
Entry for `Cc1ccc(NS(=O)(=O)c2cc3c(cc2Br)NC(=O)CO3)cc1C` = .	-53%[inhibitor]	.	12%	-14%
